CDK5 inh = inhibitors of human CDK5/p35 kinase, primary screen, biochemical, single concentration; 330,000 compounds, 0.01% hits; Recombinant CDK5/p35, ADP-Glo luminescence, 60 min; inhibition, % at 10 µM; Cyclin-dependent kinase 5 (Homo sapiens) + Cyclin-dependent kinase 5 activator 1 (Homo …; AID 488839, 2010;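 active = highest replicate inhibition of at least 50% and at least 75% of replicates reaching 50%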;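 also: plate controls were DMSO neutral control for no effect and GW8510 at 10 µM for full effect; many of its hits are not listed in these tables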
Target sequence (Q00535 whole entry, looked up): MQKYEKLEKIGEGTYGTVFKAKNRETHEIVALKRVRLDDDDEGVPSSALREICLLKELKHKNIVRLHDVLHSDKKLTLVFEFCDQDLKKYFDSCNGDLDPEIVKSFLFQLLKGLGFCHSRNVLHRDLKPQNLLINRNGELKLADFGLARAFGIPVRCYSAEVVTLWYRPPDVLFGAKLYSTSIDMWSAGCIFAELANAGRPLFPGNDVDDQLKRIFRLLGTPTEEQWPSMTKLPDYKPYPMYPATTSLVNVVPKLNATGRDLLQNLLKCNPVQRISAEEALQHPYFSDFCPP
Target sequence (Q15078 whole entry, looked up): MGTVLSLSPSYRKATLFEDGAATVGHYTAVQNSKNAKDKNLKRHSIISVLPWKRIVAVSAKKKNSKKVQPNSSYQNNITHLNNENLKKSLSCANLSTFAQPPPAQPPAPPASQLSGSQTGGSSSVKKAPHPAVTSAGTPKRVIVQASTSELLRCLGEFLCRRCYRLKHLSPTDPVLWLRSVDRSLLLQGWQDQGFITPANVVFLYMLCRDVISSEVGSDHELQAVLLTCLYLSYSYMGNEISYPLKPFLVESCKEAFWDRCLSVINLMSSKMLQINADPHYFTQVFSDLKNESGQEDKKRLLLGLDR
E coli growth = E. coli V3065 growth inhibition, primary screen, counter-screen for AddAB inhibitor project, absorbance, OD600 | 18 h | inhibition, % at 11.9 µM | 330,000 compounds, 0.27% hits;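 active = inhibition above the campaign's mean inhibition across all tested compounds plus 3 SD, cut at about 9.9% in these data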;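 also: uninfected addAB+ strain grown without phage in ampicillin broth; 0% = DMSO wells and 100% = ciprofloxacin 0.95 µg/ml wells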
DAGLB inh = DAGLB lipase inhibitors, primary screen, biochemical, fluorescence, HTS; Diacylglycerol lipase-beta (Homo sapiens), Q8NCG7; 340,000 compounds, 0.059% hits; inhibition, % at 5.17 µM; HEK293T DAGLB membrane lysate, EnzChek fluorogenic substrate; in the data active = inhibition above about 34%;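 also: 0% = enzyme with vehicle and 100% = wells lacking enzyme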
SUMO Mot1 rescue = yeast Mot1-301 growth rescue at high temperature, primary screen, SUMOylation pathway inhibitor project, S. cerevisiae, ATP luminescence, 38.5C. 320,000 compounds, 1% hits. growth rescue, % at 18.8 µM. S. cerevisiae Mot1-301 growth rescue; percent above DMSO median, 100 means doubled;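 active = every valid replicate shows activation above 250% relative to neutral control wells; inactive = the rest, any valid replicate at or below 250%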;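 also: OY570 slx delta 5 strain wells were the positive control but not used for scaling; some compounds called inactive have numbers as strong as hits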
HTR5A inv ctr = HTR5A inverse agonists in luminescence cell assay, primary screen, counter-screen for OPRM1-OPRD1 heterodimer inverse agonist project, full-deck HTS. 5-hydroxytryptamine receptor 5A (Homo sapiens), P47898. HTR5A cell line, inverse agonism. inhibition, % at 9.3 µM. 340,000 compounds, 0.083% hits. AID 504634, 2011; in the data active = inhibition mostly above about 23%, no sharp cut-off; inactive = mostly below about 18%;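 also: 0% = cells with DMSO and 100% = no-cell wells with DMSO; some compounds called inactive have numbers as strong as hits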
PKA-R1A act = activators of PKA-R1A holoenzyme, primary screen, biochemical, fluorescence polarization, Cy5-IP20, bovine R1A, mouse PKAc; cAMP-dependent protein kinase type I-alpha regulatory subunit (Bos taurus) + …; PKA-R1A dissociation; scaled: DMSO 0%, 113 µM cGMP 100%; activation, % at 11.4 µM; 340,000 compounds, 0.083% hits;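 active = percent activation above the mean of all tested compounds plus 3 SD, cut at about 19% in these data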;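 also: higher means more PKAc released from R1A so a rise in polarization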
phage Ecoli inh = growth loss of phage-infected E. coli, primary screen, RecBCD inhibitor project, absorbance, with phage, HTS; 360,000 compounds, 0.26% hits; inhibition, % at 11.9 µM; in the data active = inhibition above about 11%
AddAB inh = growth inhibition of E. coli expressing H. pylori AddAB, primary screen, AddAB inhibitor project, absorbance; AID 435030, 2010; inhibition, % at 11.9 µM; 330,000 compounds, 0.29% hits; in the data active = inhibition above about 12%;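 also: 0% = vehicle wells of infected cells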
PKA-R2B activ = activators of PKA-R2B holoenzyme, primary screen, biochemical, fluorescence polarization, Cy5-IP20, human | 340,000 compounds, 0.079% hits | PKA-R2B holoenzyme dissociation; R2B truncated from residue 108, S112A mutant; 0% DMSO only, 100% 113 µM cGMP | activation, % at 11.4 µM | AID 504700, 2011 | cAMP-dependent protein kinase catalytic subunit beta (Homo sapiens) + cAMP-dependent …;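 active = activation above a cutoff set at the mean over all compounds plus 3 SD, cut at about 18% in these data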;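 also: higher means more holoenzyme dissociation and a rise in polarization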
Target sequence (P31323 whole entry, looked up, other chains not shown, the tested form may be a part): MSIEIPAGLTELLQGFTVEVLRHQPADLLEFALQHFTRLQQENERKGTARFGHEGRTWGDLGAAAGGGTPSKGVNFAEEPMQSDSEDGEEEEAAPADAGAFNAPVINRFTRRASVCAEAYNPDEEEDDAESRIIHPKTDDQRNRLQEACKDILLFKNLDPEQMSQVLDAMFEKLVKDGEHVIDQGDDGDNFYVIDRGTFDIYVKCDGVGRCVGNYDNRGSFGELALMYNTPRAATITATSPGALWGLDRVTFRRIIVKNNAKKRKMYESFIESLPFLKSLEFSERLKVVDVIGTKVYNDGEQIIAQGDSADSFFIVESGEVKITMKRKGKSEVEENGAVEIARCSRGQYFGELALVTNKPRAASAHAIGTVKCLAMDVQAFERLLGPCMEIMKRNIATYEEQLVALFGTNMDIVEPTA
HTR5A ag = HTR5A agonists in luminescence cell assay, primary screen, counter-screen for OPRM1-OPRD1 heterodimer agonist project, full-deck HTS. AID 504692, 2011. 5-hydroxytryptamine receptor 5A (Homo sapiens), P47898. cell-based. 340,000 compounds, 0.61% hits. activation, % at 9.3 µM; in the data active = activation mostly above about 9.5%, no sharp cut-off; inactive = mostly below about 7.6%;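 also: 0% = cells with vehicle only and 100% = reference agonist; strong numbers were not always called active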
Tat export inh = E. coli Tat export inhibitors, primary screen, MC4100, TorA-mCherry reporter, fluorescence, single point; inhibition, % at 10 µM; 340,000 compounds, 0.036% hits; AID 488895, 2010;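 active = mean replicate inhibition at least 50% and at least half of replicates individually reaching 50%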;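 also: exported cargo escapes ClpAP degradation while cytoplasmic cargo is degraded and loses fluorescence; 0% = median of neutral control wells and 100% = median of NaSCN control wells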
Active calls of the source: *; i = inactive; x = no result given. Outcome played no part in choosing rows, and some 2.3% of all compounds hit somewhere here.

Under each structure: CDK5 inh	E coli growth	DAGLB inh	SUMO Mot1 rescue	HTR5A inv ctr	PKA-R1A act	phage Ecoli inh	AddAB inh	PKA-R2B activ	HTR5A ag	Tat export inh
COCCn1c(CN2CCC(Cc3ccccc3)CC2)nc2c1c(=O)n(C)c(=O)n2C
→ 1.1	0.2	0	-14	3	-8	4.1	2.2	0	-1	1
O=C(NNC(=O)c1ccncc1)Nc1ccc(Cl)cc1
→ -0.3	x	4	x	-2	-10	3.3	x	-8	1	-4
CCOCc1nnc(NC(=O)COc2ccc3c(c2)OCO3)s1
→ -0.1	0.2	2	-3	22	-6	4.4	3.0	-6	4	1
COc1ccc(C2=CC(=O)CCC2)cc1
→ 0.4	-2.7	-4	-10	-14	-5	3.0	1.4	-6	0	2
FC(F)(F)c1ccc(Oc2ccc3ccccc3c2Br)nc1
→ -0.1	-1.8	-9	-8	12	-5	3.1	2.3	-12	0	-7
CC1(C)C(N(O)C(=O)Nc2ccccc2)N(c2cccc(Cl)c2)C(=O)N1O (stereo not given)
→ 0.3	1.3	0	-3	4	-12	2.9	1.6	-7	3	-3
CC(C)Cn1c(=O)c2c(nc3n2CCCN3CCc2ccccc2)n(C)c1=O
→ -0.6	-1.7	-3	-6	-44	-8	-1.7	2.4	-1	7	-4
O=C(Nc1nnc(C2=COCCO2)o1)c1cccc(F)c1
→ -3.7	-10	5	2	1	1	-10	-4.7	-13	-5	2
Cc1cccc(N2CN(Cc3ccco3)CNC2=S)c1C
→ -2.9	-1.4	0	-7	-12	-7	3.5	2.2	-10	1	-8
CC(C)(C)NC(=O)c1nc2nc(-c3ccccc3)cc(C(F)(F)F)n2n1
→ -0.7	-2.2	4	-8	-13	12	4.3	3.3	5	3	8
CC1CN(C(=O)COC(=O)/C=C/c2ccc(C(F)(F)F)cc2)CC(C)O1 (stereo not given)
→ -0.7	0.2	-2	16	-17	-2	1.2	0.4	-2	7	-4
Cc1ccc(-c2noc(C3CCCN(C(=O)c4cccc(F)c4)C3)n2)cc1 (stereo not given)
→ 0.9	1.7	-5	-9	-4	-7	3.1	1.9	-9	1	8
CC(C)CNC(=S)NC(=O)c1ccc(Cl)cc1
→ 1.0	1.3	-10	0	10	-3	1.4	0.8	-14	0	-1
N#CC1(NC(=O)CN2c3cccc4cccc(c34)S2(=O)=O)CCCCC1
→ -0.2	0.8	2	-6	-8	5	4.9	1.7	-4	3	-3
CC1=C(C(=O)Nc2ccccc2)C(c2ccc(C(C)C)cc2)N2C(=O)CSC2=N1 (stereo not given)
→ 2.4	2.5	-2	-8	-14	-9	-1.1	-0.3	-17	5	0
Cc1cc(C(=O)CN2C(=O)c3cccc(N)c3C2=O)c(C)n1Cc1cccs1
→ 0.4	-0.7	0	210	-7	-10	3.2	4.8	-17	2	1
O=C(CCc1nc2ccccc2c(=O)[nH]1)Nc1ccc(F)cc1
→ -1.2	1.4	-2	-4	-1	-1	3.5	0.0	1	3	-1
Cc1nn(CC(=O)NC2C(=O)N3C(C(=O)O)=C(CSc4nnnn4C)CSC23)cc1Br (stereo not given)
→ -0.2	1.2	-2	60	-1	8	5.1	0.1	2	1	-11
CCOc1ccc(S(=O)(=O)N2CCC(C(=O)NCc3ccccc3CN3CCCC3)CC2)cc1
→ -1.0	-0.7	-2	-3	8	-1	2.3	-0.6	-5	-3	1
Brc1cccc(-c2nnc3sc(CN4CCC5(CC4)OCCO5)cn23)c1
→ 0.2	-1.1	-2	-5	-13	-3	2.9	-0.2	-2	2	-10
CCc1nnc(NC(=O)C2Cc3ccccc3CN2S(=O)(=O)c2cccs2)s1 (stereo not given)
→ 2.2	-2.9	0	1	-15	1	1.2	0.4	8	5	2
COc1cccc(C2NC(=O)NC(O)(C(F)(F)F)C2C(=O)c2cccnc2)c1OC (stereo not given)
→ -0.6	-1.1	-1	4	-10	3	3.4	0.2	-3	4	-3
O=C(CCc1nc2ccccc2c(=O)[nH]1)OCc1ccccc1F
→ -0.2	2.3	-2	16	-9	0	0.2	1.5	2	-2	2
NC(=O)c1nn(CC(=O)Nc2ccc3c(c2)OCO3)cc1[N+](=O)[O-]
→ 0.1	-0.3	1	305	-3	-10	0.9	7.1	8	1	9
O=c1ccn(CCCBr)c(=O)[nH]1
→ -0.5	0.2	1	-8	-26	10	1.8	1.7	-13	2	1
C=CCNC(=O)c1ccc2nc(-c3ccccc3)c(-c3ccccc3)nc2c1
→ 1.0	-1.0	-4	-24	13	5	2.5	-0.3	3	-4	-9
N#Cc1cc(C(=O)Cc2ccccc2)c[nH]1
→ -0.6	1.6	-4	522	-15	-3	6.0	2.0	-3	-14	1
NC(=Nc1ccc(Cl)cc1)c1ccccc1
→ 0.2	3.8	0	-12	-7	-3	2.8	1.4	-1	3	-10
COc1cccc(NC(=O)NCc2c(-c3ccccc3)noc2C)c1
→ 1.2	1.1	-5	1	3	-6	-0.6	0.9	-6	3	1
O=C(Cc1c(C(=O)O)[nH]c2ccccc12)NC1CCCC1
→ 0.1	0.7	0	-6	9	9	1.7	-0.3	14	-3	-11

In the list so far, these have two or more sulfur atoms:
Under each structure: CDK5 inh	E coli growth	DAGLB inh	SUMO Mot1 rescue	HTR5A inv ctr	PKA-R1A act	phage Ecoli inh	AddAB inh	PKA-R2B activ	HTR5A ag	Tat export inh
Cc1nn(CC(=O)NC2C(=O)N3C(C(=O)O)=C(CSc4nnnn4C)CSC23)cc1Br (stereo not given)
→ -0.2	1.2	-2	60	-1	8	5.1	0.1	2	1	-11
CCc1nnc(NC(=O)C2Cc3ccccc3CN2S(=O)(=O)c2cccs2)s1 (stereo not given)
→ 2.2	-2.9	0	1	-15	1	1.2	0.4	8	5	2

Next part
Structure | CDK5 inh | E coli growth | DAGLB inh | SUMO Mot1 rescue | HTR5A inv ctr | PKA-R1A act | phage Ecoli inh | AddAB inh | PKA-R2B activ | HTR5A ag | Tat export inh
CC(C)NC(=S)Nc1ccc2[nH]c(=O)[nH]c2c1 | 1.2 | 0.2 | -1 | -2 | -12 | 4 | 1.7 | 0.2 | -13 | 4 | -2
CC(C)(C)c1ccc(/C=N/n2cnnc2)cc1 | 1.2 | 0.3 | 0 | -26 | 11 | 6 | 1.7 | 2.0 | 0 | 6 | -2
O=c1cc(-c2ccco2)oc2ccc(Cl)cc12 | -0.5 | x | 0 | x | -2 | -14 | 2.2 | x | 3 | 1 | 3
CC(C)n1nc(C(=O)NCCc2ccc(S(N)(=O)=O)cc2)c2ccccc2c1=O | 1.2 | 0.4 | -5 | -8 | -1 | -5 | 2.0 | 2.1 | 3 | 0 | -6
COC(=O)CN(c1ccccc1C)S(C)(=O)=O | -1.1 | -0.4 | 2 | -19 | -4 | -8 | 0.2 | 0.5 | 1 | 2 | 2
O=C1c2ccccc2N[C@@H]2C=CC[C@@H]2N1O | -1.3 | 2.3 | 4 | x | 0 | 3 | 3.1 | -0.1 | -5 | 0 | 13
COc1cc2c(cc1OC)CN(c1ncccc1[N+](=O)[O-])CC2 | 0.0 | 1.2 | 1 | 417 | 0 | -16 | 1.7 | -2.7 | -3 | 0 | -6
O=C(NCC1OCCCN1S(=O)(=O)c1ccc(F)cc1)C(=O)NC1CCCC1 (stereo not given) | -2.8 | 5.5 | 2 | 3 | 1 | 12 | 4.0 | 1.5 | 8 | -1 | -10
Cc1cc(C(=O)NCCc2ccc(S(N)(=O)=O)cc2)c(C)o1 | -2.1 | 5.3 | -2 | 1 | -24 | -2 | -2.2 | 3.0 | -4 | 6 | 24
O=C(COC(=O)[C@@H]1CC(O)CN1S(=O)(=O)c1ccccc1[N+](=O)[O-])Nc1ccc2ccccc2c1 (stereo not given in full) | -1.8 | -1.6 | -1 | 495* | 6 | -13 | 2.1 | -0.1 | -20 | -2 | -6
COc1ccccc1CNC(=O)c1n[nH]c2ccccc12 | 1.0 | 1.3 | -1 | i | -5 | -9 | 3.5 | 0.2 | -5 | 7 | -5
CC(=O)c1c(C)nc2ccc([N+](=O)[O-])cc2c1-c1ccccc1 | 2.9 | 1.0 | -1 | 3 | -16 | 10 | 2.8 | 4.3 | -19 | -1 | 15
O=C(N/C(=C\c1ccco1)C(=O)N1CCCC1)c1cccs1 | -1.5 | -1.1 | 1 | 10 | -21 | -14 | 1.0 | 2.1 | -7 | 5 | -10
C[C@@H]1CN([C@@H](C)CO)C(=O)c2cccc(NC(=O)c3nc4ccccc4s3)c2O[C@@H]1CN(C)CC1CC1 | 2.4 | -0.7 | 1 | 3 | -2 | -8 | 2.9 | 1.9 | 0 | 0 | -2
CCOc1ccc(C(=O)NCCNC(=O)c2ccc(OCC)cc2)cc1 | 1.9 | -0.6 | 1 | 1 | 13 | 4 | 1.1 | 0.5 | -1 | -4 | -5
Cn1c(=O)cc(OCCCC(=O)NCc2ccc3c(c2)OCO3)c2ccccc21 | 1.5 | -1.5 | 2 | 3 | 2 | -4 | 3.3 | -2.0 | -5 | -1 | -5
Cc1occc1-c1nnc(SCC(=O)c2cc3ccccc3oc2=O)o1 | 3.5 | -2.1 | 6 | x | 5 | -2 | 2.3 | 1.8 | 10 | -2 | 3
CC1=Nc2ccccc2N=C(NC(=O)CSC(=S)N2CCCCC2)C1c1ccccc1 (stereo not given) | 0.8 | -3.7 | -3 | -19 | -5 | 6 | 2.9 | -1.3 | 4 | 3 | -2
COc1cc2c(cc1OC)C(C)N(C(=O)c1cc3c(C)cc(C)cc3[nH]1)CC2 (stereo not given) | -1.2 | 0.7 | 2 | -3 | 13 | -6 | 0.1 | 1.5 | -4 | -5 | 39
CCC(C(=O)NCCC1=CCCCC1)c1ccccc1 (stereo not given) | 2.3 | 0.1 | -1 | -8 | -5 | -5 | 1.1 | 1.0 | -15 | 2 | 6
COc1ccccc1NC(=O)CN(c1ccccc1OC)S(=O)(=O)c1ccccc1 | -0.1 | 0.9 | -5 | -28 | 14 | -4 | -0.1 | 2.0 | -6 | -5 | 5
COc1ccccc1-n1c(=O)c2c3c(sc2n2c(SC)nnc12)CCC3 | 2.0 | -0.8 | -2 | -4 | -10 | 0 | 1.5 | -2.2 | -5 | -4 | 2

Some values from above:
Result for `COc1cc2c(cc1OC)CN(c1ncccc1[N+](=O)[O-])CC2` under DAGLB inh: 1
Result for `O=C(N/C(=C\c1ccco1)C(=O)N1CCCC1)c1cccs1` under PKA-R2B activ: -7
